Screening data as filed in PubChem BioAssay.
GPR55 beta-arrestin = GPR55 agonists via beta-arrestin recruitment, primary screen, imaging, U2OS cells, beta-arrestin-GFP redistribution (AID 1961); U2OS GPR55 beta-arrestin-GFP redistribution imaging; higher % means a stronger effect; 290,000 compounds, 0.048% hits; one-dose activation, % at 10 µM; EC50 in µM for titrated hits; G-protein coupled receptor 55 (Homo sapiens);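 active means activation above 40% with more than 50 cells counted in the well; inconclusive means wells holding fewer than 50 cells, flagged as toxic or sparse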;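 further: U2OS osteosarcoma cells stably expressing GPR55 and beta-arrestin-GFP; plate controls were DMSO negative control for no effect and LPI positive control for full effect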
GPR35 antagonists = GPR35 antagonists blocking zaprinast-driven arrestin recruitment, primary screen, imaging, U2OS, beta-arrestin-GFP, zaprinast agonist (AID 2058); G-protein coupled receptor 35 (Homo sapiens); U2OS GPR35 beta-arrestin-GFP translocation imaging, zaprinast antagonism; higher % means a stronger effect; inhibition, % at 10 µM, or IC50 in µM where a hit was titrated; 290,000 compounds, 0.052% hits;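 active means inhibition of at least 50% with at least 30 cells and total cytoplasm GFP at most 10,000,000; inconclusive means under 30 cells or total GFP of 10,000,000 plus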
Myeloid diff 2 = induction of myeloid progenitor differentiation, primary screen, cell-based, flow cytometry, MLPCN library; AID 624256, 2012; calls only at 10 µM; 360,000 compounds, 1% hits; ER-HoxA9 myeloid progenitors, lysozyme-GFP differentiation;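 active means normalized GFP-positive differentiation at or above the plate's own cutoff, the solvent-only control mean plus 3 SD; inconclusive means no clear call, values can overlap the other calls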;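 further: cells exposed to compound for four days before flow analysis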
KOR beta-arrestin-1 = KOR agonists, beta-arrestin recruitment, primary screen, cell-based, luminescence, uHTS (AID 1777) | Kappa-type opioid receptor (Homo sapiens) | KOR beta-arrestin recruitment, luminescence; higher % means a stronger effect | activation, % at 10 µM, or EC50 in µM where a hit was titrated | 280,000 compounds, 0.02% hits; in the data active means activation above about 50%, passing the limit was not always enough; further: a part of the inactive calls stands beside numbers as strong as those of hits
HEK293 NOD2/NF-kB = NOD2 signaling inhibitors, cell-based, luminescence, uHTS, HEK293 (AID 1566). HEK293 NOD2/NF-kB luciferase reporter, luminescence; higher % means a stronger effect. 290,000 compounds, 0.63% hits. inhibition, % at 4 µM; hits with a dose series show EC50 in µM; further: many of its hits are not listed in these tables
GPR55 LPI antagonism = GPR55 antagonists blocking LPI-driven arrestin recruitment, primary screen, imaging, U2OS, beta-arrestin-GFP, LPI agonist (AID 2013); U2OS GPR55 beta-arrestin-GFP translocation imaging, LPI antagonism; higher % means a stronger effect; inhibition, % at 10 µM, or IC50 in µM where a hit was titrated; 290,000 compounds, 0.13% hits;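 active means spots per cell inhibited over 60%, with over 100 cells counted and total cytoplasm intensity under 500,000; inconclusive means wells with under 100 cells, flagged as likely toxic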;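 further: U2OS cells stably carrying GPR55 and arrestin-GFP stimulated by 5 µM LPI near EC80; imaged beta-arrestin-GFP aggregate spots per cell after agonist stimulation; plate controls were LPI-stimulated DMSO wells for no effect and DMSO wells without LPI for full effect; some results filed as inactive read as strong as hits; confirmed hits need IC50 under 10 µM and bright autofluorescent wells are also inconclusive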
HIV fusion peptide = inhibitors of HIV fusion peptide binding, primary screen, biochemical, uHTS, fluorescence dequenching (AID 1986); cell-free peptide binding, fluorescence dequenching, 30 min; higher % means a stronger effect; inhibition, % at 20 µM; hits with a dose series show IC50 in µM; 290,000 compounds, 0.3% hits; in the data active means inhibition mostly above about 52%, no sharp cut-off; inactive means mostly below about 76%; further: some results filed as inactive read as strong as hits
KOR beta-arrestin-2 = KOR antagonists, beta-arrestin recruitment, cell-based, luminescence, uHTS (AID 1778) | Kappa-type opioid receptor (Homo sapiens) | KOR beta-arrestin recruitment, luminescence, antagonist mode; higher % means a stronger effect | inhibition, % at 10 µM, or IC50 in µM where a hit was titrated | 290,000 compounds, 0.091% hits; further: strong numbers were not always called active
NOD1 inhibition = NOD1 signaling inhibitors, primary screen, cell-based, luminescence, uHTS (AID 1578) | 290,000 compounds, 1% hits | NOD1-driven NF-kB luciferase reporter cells, luminescence; higher % means a stronger effect | inhibition, % at 4 µM, or EC50 in µM where a hit was titrated; in the data active means inhibition mostly above about 36%, no sharp cut-off; inactive means mostly below about 34%;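 further: HEK-293T reporter cells stimulated with the NOD1 agonist gamma-tri-DAP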
Myeloid diff 2 GFP+ MAC1+ % = recorded beside Myeloid diff 2, whose call it bears; GFP+ MAC1+ double positive, %; measured here: differentiation confirmed by MAC1 staining
Starred values were filed as active, the others as inactive; i = inactive; ? = inconclusive; . = no result given; + = active, no number; [ ] = dose if it differs, or a comment. Unless noted, no stated cut-off is given here; in the data, active means inhibition above about 50%; inactive means the rest. An excerpt (hit frequency here may not be typical).

Values in the order: KOR beta-arrestin-1	GPR55 LPI antagonism	GPR55 beta-arrestin	KOR beta-arrestin-2	NOD1 inhibition	HEK293 NOD2/NF-kB	Myeloid diff 2	Myeloid diff 2 GFP+ MAC1+ %	GPR35 antagonists	HIV fusion peptide
Cc1cc(NC(=O)CSc2ncccn2)no1
    -3.3%	10%	-0.1%	-8%	-17%	14%	i	8.3	8%	-0.8%
COC(=O)c1ccc(Cn2nc(-c3cc(C)ccc3C)ccc2=O)cc1
    -2.8%	16%	0.0%	-40%	-10%	5%	i	0.2	0%	-0.6%
CCNC(=O)NC(=O)C(C)Sc1ncc(C(F)(F)F)cc1Cl (centres undefined)
    -5.9%	-5%	0.2%	-19%	-16%	18%	i	0.2	6%	-0.2%
COc1cccc(CCNc2ccc(N3C(=O)CC(C)C3=O)cc2[N+](=O)[O-])c1 (centres undefined)
    3.2%	4%	0.8%	-5%	4%	21%	i	0.3	4%	-4.0%
CCCCn1c(SCc2ccc(C(=O)OC)o2)nc2cc(S(N)(=O)=O)ccc21
    -9.0%	-13%	0.3%	-25%	28%	36%	i	2.5	-8%	-2.6%
Nc1nnc(CC(=O)N/N=C\c2ccc(-c3cccc(Cl)c3)o2)s1
    2.5%	8%	0.0%	-14%	-3%	-17%	i	0.4	-7%	-0.6%
COc1ccc(NC2=NCC(=O)N2c2ccccc2)c(OC)c1
    -0.7%	6%	-0.1%	14%	-6%	0%	i	0.7	7%	-2.1%
Cn1c(SCC(=O)NCC2CCCO2)nnc1-c1cccc(NC(=O)c2ccccc2F)c1 (centres undefined)
    -4.7%	16%	0.5%	0%[20 µM]	-16%	4%	i	0.6	11%	-0.8%
CSCCC1NC(=O)N(CC(=O)Nc2cccc3ccccc23)C1=O (centres undefined)
    -3.0%	8%	-0.1%	-11%	-4%	19%	i	0.8	2%	-1.9%
O=C(O)c1cccc(NC(=S)NC(=O)c2cccc(OCc3ccccc3)c2)c1
    30%	-5%	-0.1%	16%	-8%	-23%	i	0.2	-3%	15%
CCc1cc(=O)oc2cc(OCC(=O)NCCCN3CCCC3=O)c(Cl)cc12
    2.2%	18%	-0.2%	6%	-13%	19%	i	3.6	-2%	-0.4%
C=CCn1c(O)c(N=Nc2ccccc2)c2ccccc21
    -2.0%	7%	-0.1%	-69%[20 µM]	-1%	12%	i	1.1	-12%	0.6%
O=C(Cc1cccc2ccccc12)Nc1ccc2c(c1)C(=O)NC2=O
    -2.5%	3%	-0.1%	0%	-32%	20%	i	0.2	-12%	0.7%
CCN(CC)S(=O)(=O)c1cccc(-c2nc3n(n2)Cc2ccccc2-3)c1
    -5.5%	11%	0.1%	25%	-32%	-36%	i	1.3	8%	-2.9%
Cc1cccnc1NC(=S)Nc1ccc(Br)cc1Cl
    -2.7%	8%	-0.9%	23%	10%	-123%	i	0.3	16%	-0.1%
Cc1ccccc1OCCCC(=O)Nc1ccccc1C(F)(F)F
    3.1%	6%	-0.1%	-3%	-13%	-16%	i	0.2	8%	1.6%
O=C(Nc1ccccc1C(=O)O)c1cccc(NC(=O)c2ccccc2Br)c1
    -0.2%	4%	-0.1%	-1%	-29%	10%	i	0.3	8%	15%
O=C(CSc1nnc(NC(=O)C2CC2)s1)Nc1cccc(F)c1
    -1.3%	14%	0.3%	41%	23%	16%	i	1.4	-17%	-3.0%
COc1cc(-c2nc(-c3ccccc3)c(-c3cccs3)[nH]2)cc(OC)c1O
    -6.6%	12%	-0.2%	8%	-19%	1%	i	0.8	-9%	-0.8%
CC1CCN(C(=O)c2ccc(N3C(=O)C4CCC(C)CC4C3=O)cc2)CC1 (centres undefined)
    4.7%	2%	0.0%	-3%	-9%	-7%	i	1.4	-1%	-1.5%
Cc1cccc(OCCNC(=S)NC(=O)c2cncc(Br)c2)c1
    0.0%	6%	-0.1%	-4%	-12%	16%	i	0.4	-10%	-1.8%
CCn1nnc(NC(=O)COc2ccc(C3CCCCC3)cc2)n1
    -0.2%	-2%	-0.1%	11%	13%	1%	i	5.4	-12%	0.1%
Cc1cc(C)cc(NC(=O)C2C3C=CC4(O3)C2C(=O)N(CCCN(C)C)C4C(=O)NC2CCCC(C)C2C)c1 (centres undefined)
    -3.9%	-2%	-0.2%	-5%	-33%	-14%	i	0.4	3%	-0.1%
CCC(C)(C)n1nnnc1C(c1cc2ccc(OC)cc2[nH]c1=O)N1CCc2ccccc21 (centres undefined)
    0.3%	0%	0.4%	-2%	2%	-5%	i	1.2	-4%	-0.1%
Cc1nc2ccccc2c(=O)n1NC(=O)c1cccc([N+](=O)[O-])c1
    -1.4%	6%	0.0%	-4%	-40%	7%	i	0.1	-10%	-3.0%
CC1(C)Cc2ccccc2-c2nc(NCCCO)[nH]c(=O)c21
    3.0%	13%	-0.2%	-5%	-4%	1%	i	1.3	8%	1.1%
CC(C)(C)c1csc(NC(=O)Nc2ccccc2)n1
    0.7%	11%	0.2%	0%	-58%	-51%	i	0.3	-18%	0.4%
O=C(COc1ccccc1Cl)N1CCN(c2ccc([N+](=O)[O-])c(N3CCOCC3)c2)CC1
    -1.7%	-4%	0.2%	4%	-10%	14%	i	0.8	-21%	-2.0%
N#Cc1ccc(NC(=S)Nc2ccccc2)cc1
    -2.6%	4%	-0.2%	15%	-28%	-20%	i	0.9	7%	-0.8%
Cc1ccc2c(C)c(C(=O)N(Cc3ccncc3)CC3CCCO3)oc2c1C (centres undefined)
    3.4%	-6%	0.4%	-19%	-9%	12%	i	0.8	2%	-0.3%
COc1ccc(N2CCN(C(=O)[C@H](Cc3c[nH]c4ccccc34)NC(C)=O)CC2)cc1
    -0.7%	-2%	-0.2%	-16%	-9%	-8%	i	0.2	-9%	-1.3%
CCOc1ccc(NC(=O)CN2CCN(CC(=O)Nc3ccc(OC)cc3OC)CC2)cc1
    5.2%	4%	0.4%	-9%	0%	-10%	i	0.6	8%	-2.5%
CCN(CC)c1ccc(/C=C(/C#N)c2nc3ccc(C)cc3[nH]2)c(OC(C)C)c1
    11%	?	-0.1%	-3%	33%	-6%	+	73*	0.56µM*	149%
Cc1ccc(Cn2c(CN3CCN(C(=O)c4ccco4)CC3)nc3c2c(=O)n(C)c(=O)n3C)cc1
    0.8%	-2%	-0.2%	-24%	5%	12%	i	0.8	11%	1.4%
Cc1ccc(C)c2[nH]c(=O)c(CN(Cc3cccs3)C(=S)NCc3ccco3)cc12
    3.6%	-2%	-0.3%	12%	-12%	-3%	i	0.5	-3%	17%
Cc1occc1C(=O)n1cnc2ccccc21
    -0.1%	-3%	0.2%	-3%	-1%	-6%	.	.	-2%	0.6%
O=C(COC(=O)Cn1nnc2ccccc21)NC1CCCC1
    -2.1%	65%	0.3%	-16%	13%	11%	i	0.7	19%	2.3%
COc1cccc(/C=C/C2=CC(C)(C)NC(=S)N2)c1
    -5.8%	5%	-0.1%	-9%[20 µM]	-14%	-5%	i	0.4	1%	1.7%
CCC(Sc1ncccc1C(=O)OC(C)C)C(=O)NCc1ccco1 (centres undefined)
    0.3%	2%	0.3%	-35%	-6%	10%	i	6.1	7%	0.4%
CCOC(=O)N1CCN(C(=O)c2ccc3c(c2)NC(=O)/C(=C\c2ccc(OC)c(OC)c2)S3)CC1
    5.4%	-20%	0.2%	-38%	37%	-180%	i	0.9	-23%	0.6%
Cc1ccc2c(c1)[nH]c1c(=O)n(CCCN3CCOCC3)cnc12
    7.9%	-19%	-0.2%	22%	-6%	-6%	i	0.6	-1%	-1.5%
COc1ccc(S(=O)(=O)N2CCCC2C(=O)NCc2cccs2)cc1 (centres undefined)
    6.0%	1%	0.3%	32%	11%	8%	i	0.8	18%	-2.2%
CSc1nccn1C(=O)c1ccccc1[N+](=O)[O-]
    6.1%	-5%	-0.1%	13%	-47%	3%	i	0.4	8%	0.8%
CCCCNC(=O)C1CCCN1C(=O)Nc1cccc(OC)c1 (centres undefined)
    7.0%	14%	0.3%	-35%	6%	6%	i	1.3	3%	-0.2%
COc1ccccc1N=C(C)C1=C(O)CC(c2ccccc2)CC1=O (centres undefined)
    1.4%	-41%	0.4%	-228%[20 µM]	-22%	-34%	.	.	-15%	-0.3%
Cc1ccccc1OCc1nc(-c2ccc(NC(=O)c3cccs3)cc2)no1
    7.1%	18%	0.1%	11%	-18%	-14%	i	0.6	20%	3.7%
N#C/C(=C\N1CCN(Cc2ccc3c(c2)OCO3)CC1)c1nc2ccccc2s1
    -7.2%	16%	6.0%	-14%	24%	-8%	i	0.4	10%	5.4%
Cc1c(C(C)C)c(=O)n(-c2ccc(S(=O)(=O)NCc3ccccc3)cc2)n1C
    1.8%	6%	-1.2%	-2%	45%*	36%	i	0.0	-14%	0.3%
CNC(=O)COC(=O)c1ccccc1NC(=O)c1ccco1
    .	-9%	0.5%	5%	-5%	8%	i	0.3	8%	-2.7%
Cc1c(CN2CCCCC2)c(O)n(CCCO)c(=O)c1C#N
    -1.0%	13%	-0.2%	-1%	-4%	-4%	i	0.8	-12%	1.4%

Profiles from above:
Listed for CCOc1ccc(NC(=O)CN2CCN(CC(=O)Nc3ccc(OC)cc3OC)CC2)cc1 : KOR beta-arrestin-1: 5.2%; GPR55 LPI antagonism: 4%; GPR55 beta-arrestin: 0.4%; KOR beta-arrestin-2: -9%; NOD1 inhibition: 0%; HEK293 NOD2/NF-kB: -10%; Myeloid diff 2: i; Myeloid diff 2 GFP+ MAC1+ %: 0.6; GPR35 antagonists: 8%; HIV fusion peptide: -2.5%
Listed for CSc1nccn1C(=O)c1ccccc1[N+](=O)[O-] : KOR beta-arrestin-1: 6.1%; GPR55 LPI antagonism: -5%; GPR55 beta-arrestin: -0.1%; KOR beta-arrestin-2: 13%; NOD1 inhibition: -47%; HEK293 NOD2/NF-kB: 3%; Myeloid diff 2: i; Myeloid diff 2 GFP+ MAC1+ %: 0.4; GPR35 antagonists: 8%; HIV fusion peptide: 0.8%
